PMI act: increases human mannose-6-phosphate isomerase activity; P34949; purified human PMI, coupled resazurin fluorescence, 20 min; stronger effect = higher value; 1 = vehicle control, 0 substrate-free wells; activation factor at 20 µM; hit rate 0.005% among 190,000; AID 1214;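 active = activation factor of 2 or more at 20 µM, relative to plate controls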
G6PDH CS: L. mesenteroides G6PDH inhibition counter-screen | Purified L. mesenteroides G6PDH, diaphorase/resazurin coupled fluorescence, 45 min | inhibition, % at 5 µM | hit rate 0.12% among 200,000 | AID 1020; in the data active = inhibition above about 50%
Diaphorase act: counter-screen for diaphorase-based assays: diaphorase activators and chemical reducers; Diaphorase/resazurin coupled assay, resorufin fluorescence, 16 min; stronger effect = higher value; 1 = vehicle wells, 0 = NADH-free wells; activation factor at 20 µM; hit rate 0.005% among 190,000; AID 1229;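 active = diaphorase activity raised at least twofold by the compound at 20 µM; inactive = activation factor below 2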
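Test system: Clostridium kluyveri diaphorase, purified enzyme; input: enzyme 0.07 U/mL final; buffer or medium: 50 mM HEPES pH 7.4 with 4.542 mM MgCl2, 0.005% Tween 20; also added: 0.114 mM NADH and 0.1 mM resazurin, final amounts; schedule: 16 min enzyme reaction, ambient temperature; technique: fluorescence of resorufin, 544 nm excitation, 590 nm emission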
Efa HMGR inh: inhibitors of class II HMG-CoA reductase from Enterococcus faecalis; purified E. faecalis HMGR, NADPH absorbance 340 nm kinetic; inhibition, % at 10 µM; hit rate 0.41% among 190,000; AID 1066;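 active = inhibition above a set limit, the median over all tested compounds plus 3 SD, cut at about 9.5% in these data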;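 note: enzyme runs in reverse so mevalonate oxidation gives rising NADPH absorbance; 0% = complete reaction with DMSO and 100% = background rate lacking mevalonate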
TNAP inh hiacc: blocks human TNAP under high phosphate acceptor concentration. P05186. purified TNAP, CDP-star luminescence, 1 M DEA. inhibition, % at 20 µM. hit rate 0.03% among 200,000. AID 1135;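 active = over 50% inhibition of tissue-nonspecific alkaline phosphatase at 20 µM in the single-dose screen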;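 note: plate controls were DMSO wells for no effect and EDTA-quenched wells as full inhibition for full effect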
Target sequence (P05186 whole entry, looked up): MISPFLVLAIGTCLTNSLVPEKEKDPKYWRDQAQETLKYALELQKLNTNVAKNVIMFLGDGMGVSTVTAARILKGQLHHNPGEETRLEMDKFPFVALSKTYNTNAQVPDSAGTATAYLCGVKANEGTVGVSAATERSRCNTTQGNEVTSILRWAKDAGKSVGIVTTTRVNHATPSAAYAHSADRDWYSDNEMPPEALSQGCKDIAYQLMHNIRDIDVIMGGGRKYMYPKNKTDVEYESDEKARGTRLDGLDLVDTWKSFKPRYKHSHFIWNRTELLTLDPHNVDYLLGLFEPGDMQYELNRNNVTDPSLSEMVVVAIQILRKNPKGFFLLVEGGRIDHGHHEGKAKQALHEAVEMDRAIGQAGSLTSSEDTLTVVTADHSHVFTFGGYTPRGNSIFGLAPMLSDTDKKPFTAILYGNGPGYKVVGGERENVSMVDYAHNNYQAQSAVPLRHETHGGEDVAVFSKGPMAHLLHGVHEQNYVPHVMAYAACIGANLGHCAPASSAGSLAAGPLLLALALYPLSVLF
Diaph inh CS: inhibits diaphorase or chemically oxidizes, flagging diaphorase assay artifacts. hit rate 0.69% among 190,000. AID 1217. inhibition, % at 20 µM. diaphorase resazurin-to-resorufin fluorescence, NADH, 16 min; bacterial (C. kluyveri) enzyme, not human;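 active = primary screen inhibition at 20 µM above a set limit, cut at about 50% in these data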;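 note: plate controls were DMSO with full reaction for no effect and wells lacking NADH for full effect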
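Benchmarks: positive control wells lacking NADH, neutral wells with DMSO only. System: bacterial diaphorase enzyme (C. kluyveri). Input: 0.14 U/mL diaphorase, enzyme working solution. Detection: resorufin fluorescence, excitation 544 nm, emission 590 nm. Times: 16-min room-temperature incubation before reading.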
TNAP inh noacc: TNAP (human) inhibition, acceptor-free conditions | P05186 | purified TNAP, CDP-star luminescence, 30 min | inhibition, % at 20 µM | hit rate 0.26% among 200,000;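 active = tissue-nonspecific alkaline phosphatase inhibition above about 50% at 20 µM in the single-dose screen, limit read from the data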;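 note: 0% = DMSO negative control and 100% = EDTA positive control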
PMI act hi M6P: activators of human phosphomannose isomerase at near-saturating mannose 6-phosphate; P34949; coupled PMI enzyme assay, resazurin fluorescence, 20 min; stronger effect = higher value; 1 = untreated enzyme, 0 = substrate-free blank; activation factor at 20 µM; hit rate 0.34% among 190,000; AID 1216;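 active = activation factor of 2 or more at 20 µM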
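Technique: Diaphorase-driven resazurin-to-resorufin fluorescence, excitation 544, emission 590 nm | Assay system: Human PMI in coupled enzyme assay | Times: Enzyme reaction with compound 20 min at room temperature | Medium: HEPES-buffered pH 7.4 with magnesium and detergent | Reagent: Mannose-6-phosphate 1.0 mM (near-saturating) plus 0.22 mM NADP+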
FLuc act counter: affects firefly luciferase, flagging false hits in luciferase stimulation screens | P08659 | ATPlite luciferase biochemical, luminescence, 10 min; 0 = ATP-free wells, 1 = DMSO control | activation factor at 10 µM | 200,000 tested, under 10 active | AID 1027;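 active = luciferase activation factor, scaled between plate controls, of at least 2 with compound at 10 µM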
Target sequence (P08659 whole entry, looked up): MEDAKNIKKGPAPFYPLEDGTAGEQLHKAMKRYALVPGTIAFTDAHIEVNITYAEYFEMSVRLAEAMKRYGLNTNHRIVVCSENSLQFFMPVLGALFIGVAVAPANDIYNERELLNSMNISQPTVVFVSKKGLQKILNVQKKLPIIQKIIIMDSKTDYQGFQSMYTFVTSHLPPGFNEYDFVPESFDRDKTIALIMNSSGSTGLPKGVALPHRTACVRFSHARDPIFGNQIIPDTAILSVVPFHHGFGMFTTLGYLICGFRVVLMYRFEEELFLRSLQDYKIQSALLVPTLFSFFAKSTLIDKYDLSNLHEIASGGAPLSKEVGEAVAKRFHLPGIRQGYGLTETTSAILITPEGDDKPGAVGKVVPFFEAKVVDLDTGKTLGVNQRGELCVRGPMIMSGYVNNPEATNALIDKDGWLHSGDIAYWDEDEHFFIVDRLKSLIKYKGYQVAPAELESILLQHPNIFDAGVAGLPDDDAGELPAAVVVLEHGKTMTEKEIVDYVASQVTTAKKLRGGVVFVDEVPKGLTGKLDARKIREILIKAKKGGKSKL
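System: Luciferase/luciferin detection reagent, cell-free biochemical luciferase assay | Medium: PBS buffer for ATP | Dosing: Test compounds dosed from 2 mM stocks in 100% DMSO | Timing: 10 min at ambient temperature | Signal: Luminescence measurement of luciferase light output | Evaluation: Luciferase activation, seen as luminescence increase over controls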
TNAP act hi DEA: TNAP (human) activation, high acceptor; purified TNAP, CDP-star luminescence, 1 M DEA, 30 min; stronger effect = higher value; 0 = EDTA background, 1 = DMSO-only activity; P05186; 200,000 tested, under 10 active; activation factor at 20 µM;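 active = activation factor at least 2 at 20 µM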
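Test system – human TNAP · Doses – 20 µM single point · Incubation – 30 min, room temperature · Signal – luminescent substrate turnover signal · Read-out basis – activation factor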
Active calls of the source: *; / = no result given.

SMILES	PMI act	G6PDH CS	Diaphorase act	Efa HMGR inh	TNAP inh hiacc	Diaph inh CS	TNAP inh noacc	PMI act hi M6P	FLuc act counter	TNAP act hi DEA
Cc1csc(SCC(=O)N2CCCC2)n1	1	2	0.9	4	-5	5	-11	1.1	1	1
CC1CCCN(CC(=O)Nc2cccc([N+](=O)[O-])c2)C1 (stereo unspecified)	1	-10	0.9	-2	-1	9	11	1	1	1
CSC(=Nc1ccccc1)C1=C(O)COC1=O	1.4	14	0.9	-1	-1	13	-7	1.8	1	1
Cc1ccccc1C(C(=O)NC1CCCCC1)N(C(=O)CNC(=O)c1ccco1)c1cccnc1 (stereo unspecified)	0.9	17	1	1	-5	4	-11	0.9	1	1
O=C1CCCN1c1ccc(S(=O)(=O)NCCc2ccc(Cl)cc2)cc1	1	0	0.9	-2	-4	9	-9	1	1.1	1
CSc1ncccc1C(=O)OCC(=O)NCc1ccc2c(c1)OCO2	0.6	11	0.9	-5	-6	13	-12	1.1	1.1	1.1
Cc1cc(C)n2nc(/C(C#N)=C/c3ccccn3)c(C#N)c2n1	0.9	-2	1	1	-3	4	-15	1	1.1	1
COc1ccc(NC2=CC(=O)CC(c3ccccc3)C2)c(OC)c1 (stereo unspecified)	0.9	6	1	-3	0	0	-9	0.9	1	1
COc1ccc(-c2[nH]ncc2-c2csc(C)n2)c(O)c1	0.9	-10	0.9	3	-2	12	-47	0.9	1.1	1
COc1ccc(N(CC(=O)NC2CCCC2)C(=O)c2ccc(N3CCCCC3)nc2)cc1	1	1	0.8	-6	-5	15	-12	1	1	1.1
O=C(N/N=C/c1cn(-c2cccs2)nc1-c1ccccc1)c1ccccc1O	1.1	4	1	0	-8	5	-10	1.1	0.7	1.1
CCOC(=O)c1oc2ccc(S(=O)(=O)n3nc(-c4ccccc4)cc3N)cc2c1C	0.9	-6	0.7	-5	-4	28	-9	0.9	1	1
O=C(CN(Cc1ccc(F)cc1)C(=O)Cn1nnc2ccccc21)NCC1CCCO1 (stereo unspecified)	1.1	6	1	-2	-1	1	-12	1.1	1	1
O=C(COc1ccc(F)cc1)N(c1ccccn1)C1CCCCC1	0.9	9	0.9	0	2	6	-9	0.9	1.1	1
Cc1cc(=O)n2nc(N3CCCC(C(=O)N4CCOCC4)C3)sc2n1 (stereo unspecified)	0.9	2	1	0	-5	4	-9	0.9	1	1.1
O=C(CNC(=O)c1ccco1)NCC(=O)OCc1cccc(C(=O)Oc2ccccc2)c1	0.9	-15	0.8	-7	0	16	-6	0.9	1	1
CC1(C)Cc2nc3sc4c(OCc5ccccc5)ncnc4c3cc2CO1	1	9	0.9	0	-2	12	-3	0.8	1.1	1
S=C(NCc1ccc(Cl)cc1)Nc1ccccc1Cl	0.9	-9	0.9	-2	-3	11	-3	1	1.1	1
Cn1c(CCc2ccccc2)nnc1SCC(=O)N1CCCC1	0.8	12	0.9	1	1	14	-3	0.9	1	1
Cc1cc(=O)cc(C)[nH]1	1	-9	0.9	0	3	9	-6	1	1.1	1
Clc1cccc(C2CCN(Cc3nc(COc4ccccc4)no3)C2)c1 (stereo unspecified)	0.9	6	0.9	1	-3	12	-7	1	1	1
Cc1ccc(S(=O)(=O)NCCC(=O)N2CCCCC2)cc1	1	7	0.8	/	-6	16	-9	1	1.1	1.1
COc1ccc(CN2CCN(C(=O)c3cccs3)CC2)cc1	1	9	0.9	-3	-8	10	-14	1	1.1	1.1
O=C(Nc1cccc2c1CCCC2)C1CCCN(S(=O)(=O)c2cccc3nonc23)C1 (stereo unspecified)	0.9	-12	1	-1	0	1	-5	0.9	1	1
c1ccc2c(c1)ncn2-c1ccc(-c2ccnc3ncnn23)cc1	1.1	-5	1	2	-3	-1	-8	1	1	1

5 of the entries above in order of the TNAP inh noacc value, falling.
SMILES | TNAP inh noacc
CC1CCCN(CC(=O)Nc2cccc([N+](=O)[O-])c2)C1 (stereo unspecified) | 11
S=C(NCc1ccc(Cl)cc1)Nc1ccccc1Cl | -3
Cc1cc(=O)n2nc(N3CCCC(C(=O)N4CCOCC4)C3)sc2n1 (stereo unspecified) | -9
Cc1ccccc1C(C(=O)NC1CCCCC1)N(C(=O)CNC(=O)c1ccco1)c1cccnc1 (stereo unspecified) | -11
CSc1ncccc1C(=O)OCC(=O)NCc1ccc2c(c1)OCO2 | -12

Shown in CSV form: 2 of the compounds above.
smiles,PMI act,G6PDH CS,Diaphorase act,Efa HMGR inh,TNAP inh hiacc,Diaph inh CS,TNAP inh noacc,PMI act hi M6P,FLuc act counter,TNAP act hi DEA
CC1(C)Cc2nc3sc4c(OCc5ccccc5)ncnc4c3cc2CO1,1,9,0.9,0,-2,12,-3,0.8,1.1,1
COc1ccc(CN2CCN(C(=O)c3cccs3)CC2)cc1,1,9,0.9,-3,-8,10,-14,1,1.1,1.1

Remaining list, next part:
SMILES	PMI act	G6PDH CS	Diaphorase act	Efa HMGR inh	TNAP inh hiacc	Diaph inh CS	TNAP inh noacc	PMI act hi M6P	FLuc act counter	TNAP act hi DEA
COc1cc(/C=C2\SC(=Nc3ccc(N4CCOCC4)cc3)N(C)C2=O)ccc1OC(C)C(=O)O (stereo unspecified)	1	-3	0.9	-1	5	9	-12	1	1	0.9
CCN(C(=O)CN1CCN(c2ccc(OC)cc2)CC1)c1c(N)n(Cc2ccccc2)c(=O)[nH]c1=O	0.9	-2	0.9	-1	-4	8	-11	1	1.1	1
Nc1nnc(-c2ccc(Cl)cc2)s1	0.9	-7	0.9	0	3	6	0	0.9	0.8	1
CCOC(=O)c1c(N2C(=O)Nc3cc(Cl)c(Cl)cc3N2O)sc2c1CCCCC2	0.9	2	0.8	-1	-5	21	2	0.9	1.1	1.1
O=c1c2ccccc2c(C=NCc2ccccn2)c(O)n1-c1ccccc1Cl	1.1	10	0.9	2	-5	5	-34	1	1	1
COc1ccc(NC(=O)N2CCN(c3cccc(C(F)(F)F)c3)CC2)cc1OC	1	2	0.9	-10	2	7	-2	1	1	1
NNC(=O)CN1C(c2ccccc2)=Nc2ccc(Br)cc2C1c1ccccc1 (stereo unspecified)	1	2	0.9	0	0	6	-8	1	1	1
CCOC(=O)CC1NC(=O)c2ccccc21 (stereo unspecified)	1.1	6	0.9	5	-7	8	-4	1	1.1	1.1
CCCCP(=O)(CCCC)Cc1ccccc1	0.9	-2	0.8	-1	1	17	-5	0.9	1	1
N/C(Cc1cccc2ccccc12)=N\OC(=O)COc1ccccc1	0.8	10	0.8	-3	3	24	-12	0.8	1	1
COc1ccc(CN(C2CCCCC2C)S(=O)(=O)c2ccc(S(=O)(=O)N(C)C)cc2)cc1OC (stereo unspecified)	0.8	-15	0.8	-6	-1	19	0	0.9	1	1
N=C1C(c2nc(-c3ccc(Br)cc3)cs2)=C(O)CN1NC(=O)c1ccc([N+](=O)[O-])cc1	1.1	6	1.2	4	-1	-24	-7	1	1	1
CCOCCCNC(=O)c1ccc(Cn2c(=O)[nH]c3ccsc3c2=O)cc1	1.1	9	1	1	-2	2	-9	1	1	1
O=C1CCCc2c1[nH]c1ccc(Cl)cc21	1	7	0.8	-1	-4	23	-12	0.9	1	1
CCCC(=O)NC(=S)Nc1ccc(S(=O)(=O)Nc2ccc(OCC)cc2)cc1	0.8	-11	0.8	-2	1	20	2	0.9	1.1	1
Cc1ccc2nc3nc(NCC4CCCO4)c(C(=O)NC4CCCC4)cc3c(=O)n2c1 (stereo unspecified)	1.1	-1	1.1	-5	-3	-9	-13	1	1.1	1
CCSc1cc(C2C(C(=O)OC)=C(C)NC3=C2C(=O)CCC3)c(C)o1 (stereo unspecified)	1.1	7	0.9	4	-7	6	-12	2.1*	1	1.1
Cc1ccc(NC(=O)/C(=C\c2cccnc2)NC(=O)c2ccco2)cc1	1	13	0.9	-7	-1	12	-2	0.8	1	1
c1ccc2c(CCNc3ncnc4nc[nH]c34)cccc2c1	0.9	0	0.9	-4	3	14	-143	0.9	0.9	1
CCCCCn1c(SCCCC)nc2c1c(=O)[nH]c(=O)n2C	0.9	1	0.9	-1	-5	6	-12	1	1.1	1
CC(OC(=O)CCc1nc2ccccc2c(=O)[nH]1)C(=O)c1ccc(Br)cc1 (stereo unspecified)	1	-2	0.9	-4	-2	11	-3	1	1	1
COc1ccc(CC(=O)OCc2cc3ccc(C)cc3[nH]c2=O)cc1	1.1	-2	0.8	-4	-3	16	-6	1.1	1	1
Cc1ccc(N=Nc2c(C)[nH]n(-c3ccccc3)c2=O)cc1	/	5	/	-3	12	/	-3	/	1	0.9
CC(C)C(=O)Nc1ccc(NC(=S)NC(=O)c2cc3ccccc3o2)cc1	1	3	1	-3	-3	4	-10	1	1.1	1
COc1ccccc1CNC(=O)C1CCC(CNc2c(N3CCOCC3)c(=O)c2=O)CC1 (stereo unspecified)	0.8	-10	0.7	-4	-2	27	-17	0.8	1	1
(list continues)
SMILES	PMI act	G6PDH CS	Diaphorase act	Efa HMGR inh	TNAP inh hiacc	Diaph inh CS	TNAP inh noacc	PMI act hi M6P	FLuc act counter	TNAP act hi DEA
CCOP(=O)(OCC)c1nc(-c2cccc3ccccc23)oc1N1CCOCC1	0.9	-13	0.9	-11	-5	12	-19	1	1.1	1
COc1ccc(CC(NC(C)=O)C(=O)NC2CCN(C(=O)Nc3ccc(C#N)cc3)CC2)cc1OC (stereo unspecified)	1	-13	0.9	-5	-7	7	-16	0.9	1.1	1.1
O=C(O)CCn1c(=S)oc2ccccc21	1.1	8	1	-1	-4	4	-4	1	1	1
O=C(Cn1c2c(c(-c3ccccc3)cc1=O)CCCC2)N1CCCCCC1	1	18	0.9	0	0	10	-9	1	1	1
Cc1nn(CC(=O)Nc2cccnc2)c(C)c1[N+](=O)[O-]	1.1	8	1.2	-4	0	-20	-7	1.1	1	1
O=C(CN1C(=O)c2ccccc2S1(=O)=O)N1CCN(c2ccccc2F)CC1	1.1	23	1.2	-1	-6	-16	-2	1.1	1.1	1.1
Cc1c(Cl)cccc1NC(=S)NCCc1ccc(C(F)(F)F)cc1	1	0	0.9	-4	-5	12	-7	1	1	1.1
CCCCN(CC)Cc1ccc(CNC(=O)Nc2ccc(OC)cc2OC)o1	1.1	17	1	-3	-7	3	-19	1	1.1	1.1
CCOC12NC(=O)CC(=O)N1C(c1ccccc1)=CS2 (stereo unspecified)	1.1	8	1	-3	2	3	-14	1.1	1	1
CC1(C)SC(=S)N(/N=C/c2ccc(O)cc2)C1N(O)C(=O)Nc1ccc([N+](=O)[O-])cc1 (stereo unspecified)	0.8	-2	0.7	1	-6	31	-9	0.9	1.1	1.1

Screens (PubChem BioAssay)
